Compound activity deposited in PubChem BioAssay by National Center for Advancing Translational Sciences (NCATS).
GLP-1R inv ag – GLP-1 receptor (human) inverse agonism. HEK293 GLP-1R CRE-luciferase, luminescence, 24 h; GLP-1R form is constitutively active. Potency, µM (top dose mostly 38.3 µM), for inactives: top-dose activity change, negative = inhibition, most hits filed as inhibitors. 1.6% of 410,000 active; also: potency is read from the fitted curve at half-maximal effect; % is scaled to controls: 0 for no effect and ±100 for the full control effect; nearly all actives have a fitted effect of over 55% in size
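GLP-1R inverse agonism mode: basal reporter luminescence in engineered HEK293 cells measured after one day of compound exposure at 37 deg C, with a 12 min room-temperature detection step.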
GLP1R ag – activates the human GLP-1 receptor; P43220; Potency, µM (series often up to 45.6 µM), without a hit: at the top dose activation, hits mostly activators; HEK293 GLP-1R CRE-luciferase, luminescence, 4-6 h; cells express a hypersensitive GLP-1R form; 0.007% of 380,000 active; also: potency is read from the fitted curve at half-maximal effect; % of control where 0% means no effect
PI5P4K alpha inh – PI5P4K alpha (human) kinase inhibition | P48426 | PI5P4Kalpha enzyme, ADP-Glo luminescence, 60 min; stronger effect = lower value | max response, % | 1.2% of 330,000 active | AID 652105; active = max response of -50% or lower; inconclusive = between -30% and -50%; inactive = -30% or higher; also: value at the top dose of about 77 µM; % is scaled to controls: 0 for no effect and ±100 for the full control effect
Target sequence (P48426 whole entry, looked up): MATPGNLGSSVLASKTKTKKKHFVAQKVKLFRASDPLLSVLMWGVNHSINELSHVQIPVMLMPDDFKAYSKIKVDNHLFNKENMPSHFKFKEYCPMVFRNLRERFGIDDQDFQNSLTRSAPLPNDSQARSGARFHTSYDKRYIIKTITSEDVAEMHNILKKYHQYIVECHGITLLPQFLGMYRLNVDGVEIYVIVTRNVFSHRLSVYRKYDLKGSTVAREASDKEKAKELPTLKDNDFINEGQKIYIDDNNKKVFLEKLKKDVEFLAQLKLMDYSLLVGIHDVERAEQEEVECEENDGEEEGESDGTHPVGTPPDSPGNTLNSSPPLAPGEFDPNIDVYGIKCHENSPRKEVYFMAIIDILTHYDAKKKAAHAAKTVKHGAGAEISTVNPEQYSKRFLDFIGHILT
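Controls without substrate or without enzyme flank wells where PI5P4Kalpha converts substrate using 5 microM ATP (final). Incubation lasts 60 minutes at room temperature; ADP formed is read by ADP-Glo luminescence.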
PTHR1 ag – agonists of human PTHR1 parathyroid hormone receptor; Q03431; AID 743266; 0.075% of 410,000 active; Potency, µM (highest dose often 115 µM), for inactives: at the top dose activation, most hits filed as activators; HEK293 GP2 PTHR1 cells, GloSensor cAMP luminescence, 1 h; also: potency is read from the fitted curve at half-maximal effect; nearly all actives have a fitted effect of over 55% in size; some results filed as inactive show a strong effect at the top dose; inactives centre near -15; many of its hits are not listed in these tables
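HEK-293-derived GP2 cells expressing PTHR1 and a GloSensor cAMP reporter, 3,000/well, plated overnight, given luciferin plus IBMX (each 0.5 mM as added) for 1 h at 37 °C, then compound for 1 h at 37 °C. Luminescence was read after 15 min at room temperature.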
IL2 activator – activates IL-2 in a cell-based reporter assay. IL-2 activation reporter assay, cell-based qHTS; stimulated with anti-CD3/CD4/CD28 beads; in transgenic mouse T cells. activation, % (series mostly up to about 46 µM). 0.065% of 360,000 active; in the data active = activation above about 50%; inconclusive = mostly about 30% to 49%; also: 0% is about no effect
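Readout: EGFP and DsRed signals by fluorescent plate cytometry. Unstimulated transgenic mouse T cells received compound 60 min before antibody-bead stimulation, then incubated 18 h at 37 degrees C.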
PLK1 PBD block – inhibitors of human PLK1 polo-box domain binding | P53350 | Plk1 PBD binding of FITC phosphopeptide, fluorescence polarization | Potency, µM, without a hit: max response, negative = inhibition, actives largely listed as inhibitors | 2.8% of 360,000 active | AID 720504; also: potency is read from the fitted curve at half-maximal effect; series mostly up to about 57 µM; % is scaled to controls: 0 for no effect and ±100 for the full control effect; nearly all actives have a fitted effect of over 65% in size
Target sequence (P53350 whole entry, looked up, the tested form may be a part): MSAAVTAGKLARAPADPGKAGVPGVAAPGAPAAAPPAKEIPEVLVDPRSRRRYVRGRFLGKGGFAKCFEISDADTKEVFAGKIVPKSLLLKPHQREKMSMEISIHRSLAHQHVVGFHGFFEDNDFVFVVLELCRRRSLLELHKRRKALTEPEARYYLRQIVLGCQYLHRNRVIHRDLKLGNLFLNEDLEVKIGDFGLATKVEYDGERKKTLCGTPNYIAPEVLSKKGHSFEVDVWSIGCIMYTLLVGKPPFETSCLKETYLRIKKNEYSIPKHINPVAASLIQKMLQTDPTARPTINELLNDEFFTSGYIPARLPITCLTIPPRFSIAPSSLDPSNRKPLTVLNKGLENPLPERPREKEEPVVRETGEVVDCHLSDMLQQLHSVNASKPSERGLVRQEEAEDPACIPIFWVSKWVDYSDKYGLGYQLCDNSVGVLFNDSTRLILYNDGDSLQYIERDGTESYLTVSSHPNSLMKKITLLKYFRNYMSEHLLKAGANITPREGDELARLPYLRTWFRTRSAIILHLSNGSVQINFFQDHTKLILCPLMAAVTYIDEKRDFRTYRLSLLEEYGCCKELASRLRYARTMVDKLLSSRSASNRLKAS
HEK293 tox – cytotoxic in the GLP-1 receptor inverse agonist counter-screen; 0.13% of 410,000 active; Potency, µM (titrated, usually from 38.3 µM), inactives show at the top dose activity change, negative = inhibition, usual class: inhibitors; AID 624418; HEK293 cAMP-luciferase reporter cells, luminescence, 24 h;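 also: loss of luciferase light is scored as toxicity; potency is read from the fitted curve at half-maximal effect; % is scaled to controls: 0 for no effect and ±100 for the full control effect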
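Cells in DMEM/10% Nu serum/1% pen-strep, 1536-well format. Pre-incubated 12 h, dosed with 23 nL compound, incubated a further 24 h. Luciferase detection, 12 min at room temp, luminescence.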
EPAC1 agonist – agonists of human EPAC1 | EPAC1 agonist qHTS, biochemical assay; response scale: 100% = response to 6.5 mM cAMP | Potency, µM (top dose mostly 154 µM), for inactives: top-dose activation, hits mostly activators | 0.073% of 360,000 active; also: potency is read from the fitted curve at half-maximal effect; nearly all actives have a fitted effect of over 60% in size
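Multi-concentration qHTS readout: loss of Rap1B-bound BODIPY-GDP fluorescence driven by 100 nM EPAC1 with excess GDP (50 uM), monitored kinetically at room temperature; agonist response expressed relative to 6.5 mM cAMP.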
EPAC1 antag – EPAC1 (human) antagonism. EPAC1 GEF assay, Rap1b-BODIPY-GDP exchange fluorescence. AID 720709. Potency, µM (titrated, usually from 115 µM), inactives show top-dose activity change, negative = inhibition, usual class: inhibitors. 0.14% of 360,000 active;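 also: potency is read from the fitted curve at half-maximal effect; plate controls were vehicle for no effect and positive control for full effect; nearly all actives have a fitted effect of over 50% in size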
Numbers without * were called inactive; i = inactive; ? = inconclusive; / = not tested or not shown; [ ] = remark or other dose. Unless noted, calls follow the shape of the dose curve; as a rule, active = well fitted curve in the direction sought with a large enough effect; inconclusive = small, poorly fitted or top-dose-only effect, or another doubt; inactive = no such curve, though single readings can be large; an effect the other way counts as inactive or inconclusive. This is a subset; count on the stated rates, not on these rows.

SMILES | GLP-1R inv ag | GLP1R ag | PI5P4K alpha inh | PTHR1 ag | IL2 activator | PLK1 PBD block | HEK293 tox | EPAC1 agonist | EPAC1 antag
Cc1ccc(CNc2ccc([N+](=O)[O-])cc2C(N)=O)cc1 | 45%[activator] | ? | -3 | i | 0.1 | 2% | -8% | -36%[inhibitor] | -14%
CCOC1=C2[C@@H](CN(S(=O)(=O)c3ccc(C)cc3)[C@H]2c2ccccc2F)[C@H]2C(=O)N(Cc3ccccc3)C(=O)[C@H]2C1 | -39% | -4% | 0 | -13% | -0.9 | -15% | -5% | 1% | -9%
O=C1C=C(C#Cc2ccccc2)C[C@@H](c2ccc(F)cc2)C1 | -20% | 1% | 0 | i | -1.4 | -20% | -10% | 7% | -16%
CCCOC(=O)/C(C(N)=NCc1ccccc1)=C(\O)OCCC | ? | -2% | / | -39%[inhibitor] | -2.2 | -1% | -2% | 0% | -15%
CSCC(=O)NC1CCCc2c1cnn2-c1cc(F)cc(F)c1 (stereo not drawn) | 0% | -5% | 2 | -13% | -0.3 | -5% | 4% | -4% | 14%
COc1ccc(CCNC(=O)COc2ccc(-c3ccc(C#N)cc3)cc2)cc1 | 21% | 1% | -8 | i | -1.0 | -5% | -2% | -2% | -15%
COc1cccc(C2=CC(=O)CC(C)(C)C2)c1OC | 5% | 1% | 4 | -6% | -0.8 | -5% | 1% | -18% | -10%
Cc1cccc(OCC(=O)N2CCCc3ccccc32)c1 | -28% | 8% | 7 | i | -2.0 | -8% | 23% | -2% | 2%
CSc1ncc(C(=O)Nc2cccc(Cl)c2)c(C)n1 | 3% | -2% | -4 | -9% | 0.0 | -21% | -1% | -2% | -8%
CC(C)(C)c1ccc(OCCC(=O)NC2=NCCS2)cc1 | -17% | 4% | 11 | -21% | -1.2 | -4% | 6% | -6% | -11%
CCCCOc1ccc(/C=C/C(=O)OCC(=O)NC(=O)NCC(C)C)cc1OCC | 14% | 7% | 3 | i | 0.0 | -11% | 11% | 13% | ?
O=C(C=Cc1ccccc1)c1cc(Br)ccc1O | ? | -9% | 2 | -14% | -0.7 | -22% | -5% | -2% | -6%
COc1ccc(N=CC2=C(O)CC(C)(C)CC2=O)cc1OC | 3% | 5% | -4 | i | -0.1 | 3% | 19% | -3% | 20%
COC(=O)c1cc(Br)ccc1-c1ccc(/C=N/n2nnnc2N)o1 | 5% | 25% | / | -4%[57.5 µM] | -1.3 | -7% | -10% | 9% | -8%
COc1cc(/C=N/NC(=O)CC(=O)NC2CCCCC2)ccc1O | 19% | 13% | -1 | -8% | -0.5 | -14% | -13% | 3% | -12%
O=[N+]([O-])c1ccc(-c2cc(-c3ccc(Cl)cc3)n[nH]2)cc1 | -5% | -7% | -69* | -13% | -3.7 | 3µM* | -11% | 1% | 7%
Cc1ccccc1C(=O)Nc1ccc(S(=O)(=O)N2CC(C)OC(C)C2)cc1 (stereo not drawn) | ? | 17% | 1 | -9% | -0.3 | -16% | 4% | 5% | -7%
CSc1nnc(-c2sc(-c3ccccc3)nc2C)n1C | 0% | -2% | / | -22% | -1.0 | -5% | 7% | 2% | 0%
CSC1=NC(C)N2C(SC)=NC(C)N12 (stereo not drawn) | 1% | -3% | 3 | i | 0.7 | -2% | 2% | 4% | -5%
CC(C)(C)N=C1NN=C(c2ccc(S(=O)(=O)N3CCCCC3)cc2)CS1 | ? | 9% | -5 | i | -1.0 | -12% | 0% | -17% | -6%
CC(=O)Nc1cccc(OCC(=O)/C=C2\N(C)c3ccccc3C2(C)C)c1 | ? | 8% | -2 | -17% | -4.8 | -3% | ? | 6% | ?
COc1ccc(N/C=C/C(=O)c2ccc(Oc3ncccn3)cc2)cc1 | 3% | -1% | -4 | i | -0.3 | -2% | -12% | 10% | 4%
CCCc1cc(=O)[nH]c(SCC(=O)N(CC)c2c(N)n(Cc3ccccc3)c(=O)[nH]c2=O)n1 | 12% | -2% | -4 | i | -3.0 | -6% | -6% | -3% | 10%
COc1ccc(CNC(=O)C2CCN(S(=O)(=O)N3CC(C)CC(C)C3)CC2)cc1 (stereo not drawn) | ? | -3% | 1 | -9% | -1.3 | -5% | -1% | 8% | -1%
Cc1nnc(NC(=O)CSc2nnc3c(n2)[nH]c2ccc(Br)cc23)s1 | 8% | 5% | -10 | -15% | 0.7 | ? | 9% | 15% | -6%
Cc1nc2cc(NC(=O)c3ccc(Br)s3)ccc2s1 | ? | 7% | -8 | -32%[inhibitor] | -0.3 | 1% | -8% | -11% | 3%
COc1ccccc1N(Cc1ccccc1)S(=O)(=O)c1cccc(C(=O)Nc2ncccc2C)c1 | ? | 7% | 3 | -7% | -5.0 | 3% | -3% | 2% | 2%
Cc1cc(NC(=O)CN2CCN(c3ccc(O)cc3)CC2)no1 | -21% | -5% | / | -7%[57.5 µM] | -0.4 | 0% | -7% | 2% | 10%
CCN(CC)S(=O)(=O)c1ccc(C(=O)OCC(=O)c2ccc3c(c2)NC(=O)CO3)cc1 | 5% | 4% | / | -16%[57.5 µM] | -0.3 | -3% | -11% | 6% | -3%
CC(C)[C@H](NC(=O)N1CC(=O)Nc2ccccc21)C(=O)Nc1nccs1 | -5% | -3% | -1 | -40%[inhibitor] | -0.9 | -13% | 3% | -6% | -29%
Cn1cnnc1SCc1ccc(C(=O)N/N=C(\CCC(=O)O)c2ccc(C(C)(C)C)cc2)cc1 | 0% | 5% | 0 | -2% | -0.1 | -1% | 14% | -6% | 3%
c1ccc(Cc2nc(-c3ccccn3)no2)cc1 | -11% | -5% | / | -14%[57.5 µM] | -4.0 | -5% | 6% | -2% | 13%
COc1cccc(NC(=O)CN(C)C(=O)Cn2[nH]c(=O)c3ccccc3c2=O)c1 | 19% | 0% | 2 | i | 2.1 | -1% | -2% | 0% | 2%
O=C(Nc1nccs1)c1cccc(S(=O)(=O)N2CCCC2)c1 | 7% | 2% | 1 | -26% | -0.4 | 4% | 6% | 1% | -1%
O=C(COc1cc2oc(=O)cc(-c3ccccc3)c2cc1Cl)NCC1CCC(C(=O)O)CC1 (stereo not drawn) | 2% | 2% | -1 | -20% | -1.7 | -15% | -28% | 1% | -4%
O=C(O)CNS(=O)(=O)Cc1ccccc1 | -15% | -1% | -2 | i | -0.2 | -5% | -5% | -2% | 7%
COc1cc(C)c(C)cc1S(=O)(=O)N1CCCc2ccccc21 | ? | 7% | 3 | -36%[inhibitor] | 0.0 | 2% | 10% | 15% | -15%
CC1(C2CC2)NC(=O)N(CC(=O)N2CCN(c3ccccc3Cl)CC2)C1=O (stereo not drawn) | 13% | 7% | -1 | -10% | -4.7 | -8% | 5% | -1% | 6%
COc1ccccc1NC(=O)C(Cc1ccc(Cl)cc1)c1nn[nH]n1 (stereo not drawn) | -8% | -4% | / | i | -1.3 | -9% | -6% | 2% | 14%
Clc1ccccc1/C=N/Nc1cc(N2CCOCC2)ncn1 | 19% | -1% | -3 | -3% | 0.8 | 1% | -1% | 6% | -19%

As a working copy, nine of the compounds above.
SMILES | GLP-1R inv ag | GLP1R ag | PI5P4K alpha inh | PTHR1 ag | IL2 activator | PLK1 PBD block | HEK293 tox | EPAC1 agonist | EPAC1 antag
c1ccc(Cc2nc(-c3ccccn3)no2)cc1 | -11% | -5% | / | -14%[57.5 µM] | -4.0 | -5% | 6% | -2% | 13%
COc1cccc(NC(=O)CN(C)C(=O)Cn2[nH]c(=O)c3ccccc3c2=O)c1 | 19% | 0% | 2 | i | 2.1 | -1% | -2% | 0% | 2%
O=C(Nc1nccs1)c1cccc(S(=O)(=O)N2CCCC2)c1 | 7% | 2% | 1 | -26% | -0.4 | 4% | 6% | 1% | -1%
O=C(COc1cc2oc(=O)cc(-c3ccccc3)c2cc1Cl)NCC1CCC(C(=O)O)CC1 (stereo not drawn) | 2% | 2% | -1 | -20% | -1.7 | -15% | -28% | 1% | -4%
O=C(O)CNS(=O)(=O)Cc1ccccc1 | -15% | -1% | -2 | i | -0.2 | -5% | -5% | -2% | 7%
COc1cc(C)c(C)cc1S(=O)(=O)N1CCCc2ccccc21 | ? | 7% | 3 | -36%[inhibitor] | 0.0 | 2% | 10% | 15% | -15%
CC1(C2CC2)NC(=O)N(CC(=O)N2CCN(c3ccccc3Cl)CC2)C1=O (stereo not drawn) | 13% | 7% | -1 | -10% | -4.7 | -8% | 5% | -1% | 6%
COc1ccccc1NC(=O)C(Cc1ccc(Cl)cc1)c1nn[nH]n1 (stereo not drawn) | -8% | -4% | / | i | -1.3 | -9% | -6% | 2% | 14%
Clc1ccccc1/C=N/Nc1cc(N2CCOCC2)ncn1 | 19% | -1% | -3 | -3% | 0.8 | 1% | -1% | 6% | -19%

More results:
SMILES | GLP-1R inv ag | GLP1R ag | PI5P4K alpha inh | PTHR1 ag | IL2 activator | PLK1 PBD block | HEK293 tox | EPAC1 agonist | EPAC1 antag
Cc1ccc2c(c1)C(c1ccccc1)N(C(=O)c1ccc(S(=O)(=O)N3CCOCC3)cc1)CC(=O)N2 (stereo not drawn) | 7% | 4% | -12 | -26% | -2.6 | 24µM* | -5% | -9% | -15%
O=c1[nH]cc(S(=O)(=O)N2CCOCC2)c(=O)[nH]1 | 3% | -5% | 3 | -20% | -0.5 | -2% | -1% | -4% | 0%
O=C(COc1ccccc1)Nc1ccccc1N1CCN(c2ccccc2)CC1 | -23% | 0% | / | i | -2.5 | -4% | 3% | 9% | 10%
C=CCN1C=C2C(=O)C(C)(OC(=O)CCC(=O)OC)C(=O)C(Br)=C2C=C1c1ccc(OC)cc1 (stereo not drawn) | 3% | 3% | ? | -14% | 1.1 | ? | 0% | 27% | 8%
O=C(O)C1Cc2ccccc2CN1S(=O)(=O)c1ccccc1 (stereo not drawn) | 9% | -1% | 1 | i | 0.4 | -2% | -1% | -4% | -26%
Cc1cc(NC(=O)CSCC(=O)Nc2nc3c(C)cccc3s2)no1 | -16% | -3% | -15 | i | -4.7 | -14% | 17% | 2% | 9%
